GRK2 inh – blocks RNA aptamer binding to human GRK2; bead flow cytometry, FAM-aptamer displacement from GRK2; P25098; inhibition of aptamer binding, % at 10 µM; hit rate 0.59% among 330,000;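 active = inhibition of aptamer binding above 40%, roughly 3 SD of noise, on plates passing a quality check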;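 also: median bead fluorescence of bound FAM aptamer so fluorescent compounds give negative values; no value below 0 was filed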
core dimer inh – HCV core protein dimerization inhibition; hit rate 0.33% among 300,000; inhibition, % at 5 µM; TR-FRET GST/Flag-core106 dimerization, 1536-well;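 active = inhibition above the mean of all tested compounds plus 3 SD, set per screening campaign, cut at about 45% in these data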
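Material: GST/Flag-tagged HCV core106 proteins. Incubation: 4 h, 22.5 °C incubation. Read-out basis: inhibition (%) from 671 over 617 nm ratio. Measured by: TR-FRET, excitation 340 nm, emission 617 and 671 nm.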
Fh CTSL1 inh – blocks F. hepatica cathepsin L1 in PFM18AAP counter-screen; hit rate 0.49% among 300,000; inhibition, % at 5.96 µM; recombinant F. hepatica cathepsin L1, Z-Leu-Arg-MCA fluorescence; AID 1906;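 active = inhibition above the mean of all tested compounds plus 3 SD, set per screening campaign, cut at about 17% in these data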;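 also: 0% = plate median of test compound wells and 100% = 1 µM Z-Phe-Ala-diazomethylketone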
procasp3 activ – procaspase-3 (human) activation. P42574. recombinant procaspase-3 D3A, Ac-DEVD-pNA absorbance 405 nm. activation, % at 8.5 µM. hit rate 0.11% among 330,000. AID 463141;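 active = activation above the mean of all tested compounds plus 3 SD, cut at about 21% in these data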;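 also: 0% = DMSO alone and 100% = DMSO wells spiked with extra 5 µM PC-3 D3A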
Target sequence (P42574 whole entry D9A/D28A/D175A): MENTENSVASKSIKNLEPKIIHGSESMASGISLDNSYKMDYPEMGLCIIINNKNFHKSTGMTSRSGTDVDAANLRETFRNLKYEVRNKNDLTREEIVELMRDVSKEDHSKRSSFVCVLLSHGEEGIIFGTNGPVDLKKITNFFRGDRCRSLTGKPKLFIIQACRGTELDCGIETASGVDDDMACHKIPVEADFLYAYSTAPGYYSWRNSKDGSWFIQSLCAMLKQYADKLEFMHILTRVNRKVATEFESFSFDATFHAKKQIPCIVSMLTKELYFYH
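Assay system: Autoprocessing-dead procaspase-3 D3A mutant enzyme; also added: Ac-DEVD-pNA; doses: one concentration, 8.5 µM nominal, 0.8% DMSO; times: 1 h compound preincubation, 2 h substrate hydrolysis at 25 °C; technique: 405 nm absorbance of p-nitroaniline, reads at 0 and 120 min; measure: % activation between DMSO and enzyme-spiked controls; repeats: single replicate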
GASC-1 inh – human JMJD2C demethylase inhibition. Q9H3R0. GST-JMJD2C(1-420) H3K9me3 demethylation, DELFIA europium. inhibition, % at 2.35 µM. hit rate 0.069% among 330,000. AID 2099;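 active = more than half of a compound's replicate wells show inhibition beyond 50%, single wells judged on their own value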;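 also: signal counts dimethyl H3K9 product captured on neutravidin plate; 0% = median of DMSO wells and 100% = 0.3 times that DMSO median; strong numbers were not always called active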
procasp7 counter – counter-screen for procaspase-3 activators: activators of human procaspase-7; activation, % at 8.5 µM; AID 463210; recombinant procaspase-7, Ac-DEVD-pNA absorbance 405 nm; D23A/D198A/D206A triple mutant, cannot self-cleave; scale: DMSO 0, 5 µM enzyme 100; hit rate 0.093% among 330,000; P55210;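 active = percent activation above the screen-wide mean plus 3 SD, cut at about 25% in these data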
Target sequence (P55210 whole entry D23A/D198A/D206A): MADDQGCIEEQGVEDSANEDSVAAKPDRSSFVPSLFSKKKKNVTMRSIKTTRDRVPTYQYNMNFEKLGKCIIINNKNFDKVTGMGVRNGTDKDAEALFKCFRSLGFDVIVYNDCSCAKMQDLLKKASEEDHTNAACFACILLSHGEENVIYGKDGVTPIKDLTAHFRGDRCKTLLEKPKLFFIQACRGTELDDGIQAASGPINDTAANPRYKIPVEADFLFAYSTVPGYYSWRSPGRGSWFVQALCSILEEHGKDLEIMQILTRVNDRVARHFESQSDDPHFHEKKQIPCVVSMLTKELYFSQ
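System: Uncleavable procaspase-7 mutant enzyme; Amount: 2 µM procaspase-7 mutant as dispensed; Schedule: 1 h compound preincubation, 2 h substrate cleavage, 25 °C; Measured by: 405 nm absorbance of p-nitroaniline; Evaluation: percent activation from buffer-corrected 0–120 min absorbance change; Control set: low DMSO alone, high DMSO plus 5 µM PC-7.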
VLA-4 inh – inhibition in a human VLA-4 binding assay; P13612; hit rate 0.2% among 330,000; VLA-4 expressing cells, ligand binding flow cytometry; AID 2557; inhibition, % (about 7 µM as worked out from the volumes in the protocol); in the data active = inhibition above about 50%
PP5 primary – blocks human protein phosphatase 5 activity. inhibition, % at 6.7 µM. purified PP5c, OMFP substrate fluorescence. hit rate 0.18% among 320,000;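 active = inhibition above the campaign's mean inhibition across all tested compounds plus 3 SD, cut at about 9.5% in these data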;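 also: 0% = DMSO only and 100% = 100 µM cantharidin control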
Target sequence (P53041 whole entry, looked up): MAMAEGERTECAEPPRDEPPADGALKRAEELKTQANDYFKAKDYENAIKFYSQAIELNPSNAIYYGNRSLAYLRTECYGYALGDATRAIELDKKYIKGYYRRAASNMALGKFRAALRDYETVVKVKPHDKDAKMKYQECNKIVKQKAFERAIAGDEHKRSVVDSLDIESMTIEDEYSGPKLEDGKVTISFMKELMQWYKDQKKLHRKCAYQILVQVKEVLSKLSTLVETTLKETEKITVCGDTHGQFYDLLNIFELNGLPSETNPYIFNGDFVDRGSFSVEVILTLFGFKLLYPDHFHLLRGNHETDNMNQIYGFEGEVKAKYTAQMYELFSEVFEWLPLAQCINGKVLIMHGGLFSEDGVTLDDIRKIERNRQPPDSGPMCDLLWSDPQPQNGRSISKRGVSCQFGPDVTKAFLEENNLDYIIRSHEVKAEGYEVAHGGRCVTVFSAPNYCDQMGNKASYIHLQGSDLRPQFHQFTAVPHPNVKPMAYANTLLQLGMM
PP1 counter – blocks human PP1-alpha phosphatase, a PP5 counter-screen; P62136; inhibition, % at 6.7 µM; purified PP1alpha, OMFP fluorescence; hit rate 0.9% among 320,000;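 active = inhibition above the mean inhibition of all tested compounds plus 3 SD, computed separately for each screening campaign, cut at about 15% in these data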
Active calls of the source: *; nt = not tested or not shown; & = joins results of further samples.

1) O=C(c1ccc(N2CCCC2=O)cc1)N1CCCCCC1
2) Cc1ccc(-c2nn(-c3ccccn3)c(=O)c3ccccc23)cc1
3) CC(=O)Nc1ccc(NC(=O)CCNS(=O)(=O)c2cccc3nsnc23)cc1
4) CCOc1ccc(-c2noc(CCC(=O)O)n2)cc1
5) COC(=O)Nc1nnc(-c2ccc(OC)cc2)s1
6) Cc1ccc(N2CC(C(=O)Nc3cccc(C(=O)NC4CC4)c3)CC2=O)cc1 (centres undefined)
7) CCC(=O)N(C)CCc1cc2c(c(OC)c1/C=N/NC(=O)c1ccncc1)OCO2
8) Nc1nc(Cl)nc2c1ncn2C1CC(O)C(CO)O1 (centres undefined)
entry no.,1,2,3,4,5,6,7,8
procasp7 counter,-2,6,-4,0,8,8,6,7
PP1 counter,-7,0,-4,-5,-6,-2,-4,-4
PP5 primary,2.7,1.5,0.7,-0.3,0.6,0.8,-2.2,1.7
core dimer inh,6,2,0,-2,2,nt,-1,-1
VLA-4 inh,-19,1,6,23,-7,6,-6,-6
GASC-1 inh,22,4,-4,-2,-4,-6,-21,6
GRK2 inh,0,14,0,0,0,6,3,0
Fh CTSL1 inh,3,0,-7,-5,-5,nt,3,0
procasp3 activ,11,3,-5,0,1,2,4,0

9) CCc1ccc(C(=O)COC(=O)c2n[nH]c3ccccc23)cc1
10) COc1ccc(CCNc2nc(C)nc3c2oc2ccccc23)cc1OC
11) Cc1ccc(-c2ccc(C(=O)NCCCNC(=O)c3cnccn3)o2)cc1Cl
12) CCCCOc1ccc(-c2nc(-c3cccnc3)no2)cc1
13) C=CCOc1ccc(/C=N/NC(=O)CN2CCOCC2)cc1OCC
14) COc1cccc(N2CCN(C(=O)CN(c3cc(C)cc(C)c3)S(=O)(=O)c3c(C)noc3C)CC2)c1
15) CN(C)Cc1ccccc1C(O)(c1ccccc1)c1ccccc1
16) CCOC(=O)c1sc2cccc(Cl)c2c1N
entry no.,9,10,11,12,13,14,15,16
procasp7 counter,6,-5,-20,0,0,0,0,7
PP1 counter,4,-4,0,-1,-3,2,-2,-2
PP5 primary,1.8,1.6,1.1,0.5,-1.0,4.8,1.2,-0.3
core dimer inh,1,-4,-3,-9,-2,4,2,7
VLA-4 inh,-10,15,0,14,8,-158,19,-8
GASC-1 inh,2,5,-9,-8,4,7,12,-1
GRK2 inh,2,3,0,0,0,0,4,2
Fh CTSL1 inh,0,-4,6,0,0,0,0,5
procasp3 activ,2,-1,-3,-2,1,1,3,8

17) COc1ccccc1N(CC(=O)N1CCCCCC1)S(C)(=O)=O
18) CC1CN(S(=O)(=O)c2ccc(C(=O)N(CCCN(C)C)c3nc4cc5c(cc4s3)OCCO5)cc2)CC(C)O1 (centres undefined)
19) Cc1ccc(N(CC(=O)NC2CCCC2)C(=O)c2c(C)noc2C)cc1C
20) COc1cccc(-c2nnc(NC(=O)c3ccc(S(=O)(=O)N4CC(C)OC(C)C4)cc3)o2)c1 (centres undefined)
21) Cc1nn(Cc2nc(-c3cccs3)no2)c(C)c1Br
22) NC(=O)C1(N2CCCCC2)CCN(C(=O)c2ccccc2)CC1
23) COc1ccccc1C(=O)Nc1ccc(S(=O)(=O)Nc2cnc3ccccc3n2)cc1
24) OCCCNc1cc(-c2ccnc(Nc3cccc(Cl)c3)n2)ccn1
entry no.,17,18,19,20,21,22,23,24
procasp7 counter,-9,7,9,3,3,-1,-5,-9
PP1 counter,-12,-2,0,4,-2,0,1,0
PP5 primary,-3.9,1.4,2.1,-2.6,0.0,2.2,-2.2,0.6
core dimer inh,-3,0,-3,8,-1,-18,2,-2
VLA-4 inh,2,30,9,-1,6,24,-2,-9
GASC-1 inh,1,-5,6,67,-4,9,21,4
GRK2 inh,0,0,0,1,2,0,3,1
Fh CTSL1 inh,2,5,1,8,-1,-4,4,1
procasp3 activ,6,-10,-2,-2,-2,-4,4,2

25) Cn1ccnc1C1CCCCN1C(=O)c1cc(COc2ccc(F)cc2F)on1 (centres undefined)
26) COc1ccc(C2CN=NC23CCc2ccccc2C3=O)cc1 (centres undefined)
27) Cn1c(NC(=O)c2ccccc2C(F)(F)F)cc(=O)n(C)c1=O
28) O=C(Nc1ccccc1)NC1CCN(Cc2nnnn2C2CCCCC2)CC1
29) O=C1OC(C(=O)Nc2ccccc2)Cc2ccccc21 (centres undefined)
30) Cc1ccc(CN2C(=O)CCC2C(=O)NCCc2ccccc2)cc1 (centres undefined)
31) CC(C)(C)OC(=O)N1CCN(C(=O)c2[nH]cnc2C(=O)Nc2ccc(Cl)cc2)CC1
32) COc1ccc(-c2cc(-c3cccs3)nc3sc(C#N)c(N)c23)cc1
entry no.,25,26,27,28,29,30,31,32
procasp7 counter,5,1,1,1,-6,-10,-1,-29
PP1 counter,-5,-5,-1,-1,-2,3,nt,0
PP5 primary,0.4,2.1,0.0,-0.4,4.6,-2.0,nt,1.7
core dimer inh,-4,3,0,-18,2,-4,nt,-16
VLA-4 inh,23,28,0,4,3,-10,-1,14
GASC-1 inh,0,-2,9,-1,nt,3,nt,-43
GRK2 inh,0,0,0,3,7,0,0,7
Fh CTSL1 inh,-3,-1,0,6,1,-1,nt,-3
procasp3 activ,-1,4,7,3,-4,-5,-11,10

33) CCc1cc(=O)oc2cc3occ(-c4ccc(OC)c(F)c4)c3cc12
34) O=S(=O)(NCc1cn2ccccc2n1)c1cc(F)ccc1F
35) COc1ccc(/C=C/C(=O)Oc2cccc(/C=N/NC(=O)c3cccc(F)c3)c2)cc1
36) NC(=O)CC(NC(=O)Cc1cccc2ccccc12)c1ccc(NCc2ccccn2)c([N+](=O)[O-])c1 (centres undefined)
37) COc1ccc(N(C)S(=O)(=O)c2cccc(C(=O)Nc3nnc(C4CC4)s3)c2)cc1
38) CC1CCCCN1CCCNC(=O)c1cc(Br)c(Br)[nH]1 (centres undefined)
39) Cc1ccc(S(=O)(=O)N2CCC(C(=O)O)CC2)cc1
40) Cc1ccc(S(=O)(=O)/N=C(/c2ccccc2)N2CCOCC2)c(C)c1
entry no.,33,34,35,36,37,38,39,40
procasp7 counter,-1,6,4,-3,1,7,9,2
PP1 counter,4,2,5,1,2,0,-6,-3
PP5 primary,3.4,2.7,2.1,1.2,-1.0,2.2,-1.5,1.4
core dimer inh,9,0,23,6,7,-3,0,0
VLA-4 inh,10,14,1,-4,15,10,7,6
GASC-1 inh,-2,-1,11,-5,10,-16,9,0
GRK2 inh,0,7,3,6,0,0,3,0
Fh CTSL1 inh,-1,-3,1,3,-3,-3,-2,1
procasp3 activ,8,-3,1,15,18,1,-4,7

41) Cc1ccc(C)c2c1cc(C)c1nnc(SCC(=O)Nc3nc4c(s3)CCCC4)n12
42) CCC(=O)N1CCc2cc(OC)c(OC)cc2C1COc1ccc(C(=O)OC)cc1 (centres undefined)
43) CC(=O)c1sc(NC(=O)c2ccc(F)c(S(=O)(=O)N3CCOCC3)c2)nc1C
44) O=C(CSc1ccccc1Cl)N1CCC(c2nc3ccccc3s2)CC1
45) COc1ccc(C(=O)NC2CC2)cc1OC1CCN(Cc2ccc(F)cc2Cl)CC1
46) COCCN(C(=O)COC(=O)c1ccc(C)o1)c1c(N)n(Cc2ccccc2)c(=O)[nH]c1=O
47) COc1ccc(Cl)cc1NC(=O)c1cccnc1
48) CCN(CC(=O)NCc1cccs1)C(=O)CCC(=O)c1ccc(C)cc1
entry no.,41,42,43,44,45,46,47,48
procasp7 counter,-4,-4,12,3,-4,3,4,-6
PP1 counter,-1,-3,-5,3,-4,2,-5,-2
PP5 primary,1.1,0.2,2.9,0.7,5.4,-0.4,-0.3,-1.1
core dimer inh,-3,2,nt,12,2,-5,-3,9
VLA-4 inh,21,2,19,0,-18,-2,5,3
GASC-1 inh,0,-3&-6,-2,2,-8,-47,1,11
GRK2 inh,8,0,0,0,0,0,4,0
Fh CTSL1 inh,0,6,nt,-2,-3,-1,3,-4
procasp3 activ,11,-2,8,-2,1,3,8,5

Reformatted as tab-separated lines: part of the list above.
No.	SMILES	procasp7 counter	PP1 counter	PP5 primary	core dimer inh	VLA-4 inh	GASC-1 inh	GRK2 inh	Fh CTSL1 inh	procasp3 activ
38	CC1CCCCN1CCCNC(=O)c1cc(Br)c(Br)[nH]1 (centres undefined)	7	0	2.2	-3	10	-16	0	-3	1
39	Cc1ccc(S(=O)(=O)N2CCC(C(=O)O)CC2)cc1	9	-6	-1.5	0	7	9	3	-2	-4
40	Cc1ccc(S(=O)(=O)/N=C(/c2ccccc2)N2CCOCC2)c(C)c1	2	-3	1.4	0	6	0	0	1	7
41	Cc1ccc(C)c2c1cc(C)c1nnc(SCC(=O)Nc3nc4c(s3)CCCC4)n12	-4	-1	1.1	-3	21	0	8	0	11
42	CCC(=O)N1CCc2cc(OC)c(OC)cc2C1COc1ccc(C(=O)OC)cc1 (centres undefined)	-4	-3	0.2	2	2	-3&-6	0	6	-2
43	CC(=O)c1sc(NC(=O)c2ccc(F)c(S(=O)(=O)N3CCOCC3)c2)nc1C	12	-5	2.9	nt	19	-2	0	nt	8
44	O=C(CSc1ccccc1Cl)N1CCC(c2nc3ccccc3s2)CC1	3	3	0.7	12	0	2	0	-2	-2
45	COc1ccc(C(=O)NC2CC2)cc1OC1CCN(Cc2ccc(F)cc2Cl)CC1	-4	-4	5.4	2	-18	-8	0	-3	1
46	COCCN(C(=O)COC(=O)c1ccc(C)o1)c1c(N)n(Cc2ccccc2)c(=O)[nH]c1=O	3	2	-0.4	-5	-2	-47	0	-1	3
47	COc1ccc(Cl)cc1NC(=O)c1cccnc1	4	-5	-0.3	-3	5	1	4	3	8
48	CCN(CC(=O)NCc1cccs1)C(=O)CCC(=O)c1ccc(C)cc1	-6	-2	-1.1	9	3	11	0	-4	5

New compounds follow.
49) O=C(Nc1cccc(O)c1)C1CC(c2cccc(Br)c2)=NO1 (centres undefined)
50) CCCc1nnc(NC(=O)Nc2ccccc2OC)s1
51) CC(NC(=O)Cn1cccc1C(=O)c1ccccc1)c1ccccc1 (centres undefined)
52) CC1Oc2ccccc2C=C1/C=N/NC(=O)c1ccccc1O (centres undefined)
53) Cc1cc2cc(CN(CC3CCCO3)C(=S)Nc3ccccc3)c(=O)[nH]c2cc1C (centres undefined)
54) COc1ccc(C(=O)Nc2nc(CC(=O)NCc3ccc(F)cc3)cs2)cc1
55) CC(=O)NC1=NC(=O)CS1
entry no.,49,50,51,52,53,54,55
procasp7 counter,10,2,0,-35,0,5,-30
PP1 counter,7,1,-2,3,2,1,-1
PP5 primary,1.3,0.4,-1.0,-6.6,2.4,1.1,-0.3
core dimer inh,-14,-7,-2,-14,8,1,-2
VLA-4 inh,0,4,0,-6,-8,9,1
GASC-1 inh,3,-2,10,10,-9,5,-1
GRK2 inh,1,1,0,0,0,1,0
Fh CTSL1 inh,10,-2,1,11,3,1,-5
procasp3 activ,6,-11,0,-34,-7,1,-12
